# CYP2C9 activ = CYP2C9 (human) activation | P11712 | recombinant CYP2C9, luciferin-H conversion, luminescence; stronger effect = higher value; factor 1 = untreated enzyme, 0 = blocked | activation factor at 5 µM | 96,000 compounds, 1.4% hits | AID 1024;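 active = activation factor of 2 or more for CYP2C9 at a 5 µM dose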;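 also: 0 = sulfaphenazole-blocked wells and 1 = vehicle-only wells; values of inactives mirror those of a sister screen read the other way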
# HIV Rev-RRE inh = inhibitors of HIV-1 Rev-RRE RNA interaction; 97,000 compounds, 0.79% hits; Rev peptide-RRE RNA binding, FRET; inhibition, % at 8 µM; P05866;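 active = inhibition above the screen-wide mean plus 3 SD, cut at about 35% in these data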;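 also: 0% = median DMSO wells and 100% = median Neomycin B control wells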
# Target sequence (P05866 whole entry, looked up): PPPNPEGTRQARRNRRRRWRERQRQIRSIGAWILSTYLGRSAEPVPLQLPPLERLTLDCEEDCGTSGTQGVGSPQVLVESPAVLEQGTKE
#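 Test system: Cy5-tagged RRE RNA duplex with fluorescein-tagged Rev peptide | Read-out: % inhibition of FRET ratio versus controls | Probe or stimulus: Labelled Rev peptide | Incubation: 5 min RNA-compound premix plus 15 min binding step, 25 °C | Technique: FRET fluorescence readout | Benchmarks: DMSO low control, neomycin B high control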
# PLK1 inh = blocks human PLK1 kinase activity | inhibition, % at 10 µM | 97,000 compounds, 0.53% hits | AID 619 | P53350 | recombinant PLK1 kinase, TR-FRET peptide phosphorylation;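 active = inhibition of 50% or more in the single-concentration screen; inactive = inhibition below 50%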;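 also: 0% = DMSO max control and 100% = H-89 dihydrochloride min control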
# PLK1 PBD inh = Plk1 (human) PBD binding inhibition. P53350. Plk1 PBD phosphopeptide binding, fluorescence polarization. inhibition, %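 (tested at about 20 µM)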. 97,000 compounds, 0.13% hits; in the data active = inhibition above about 34%, passing the limit was not always enough
# PTPN22 inh 2 = blocks human PTPN22 phosphatase activity. 96,000 compounds, 0.21% hits. AID 640. recombinant LYP catalytic domain, DiFMUP fluorescence. Q9Y2R2. inhibition, % at 2 µM;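 active = inhibition at 2 µM at or above a set limit, the screen mean plus 3 SD, cut at about 24% in these data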;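 also: 0% = DMSO with enzyme and 100% = enzyme fully blocked by orthovanadate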
# CYP2C9 inh = blocks human cytochrome P450 2C9; P11712; CYP2C9 Supersomes, luciferin-H conversion, luminescence; inhibition, % at 5 µM; 96,000 compounds, 20% hits; AID 777;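 active = blocking of liver enzyme CYP2C9 beyond about 50% at 5 µM, limit read from the data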; also: values of inactives mirror those of a sister screen read the other way
# Calb biofilm kill = kills Candida albicans biofilms; C. albicans biofilm + clotrimazole, Alamar Blue; inhibition, % at 6 µM; 85,000 compounds, 0.14% hits; AID 834;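 active = inhibition above 20%; inactive = inhibition below 20%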;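 also: preformed 24 hr biofilms exposed to compound for 48 hr; 0% = biofilm without compound and 100% = blank killed by clotrimazole plus chlorhexidine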
# PTPN22 act = activators of human LYP (PTPN22) phosphatase; Q9Y2R2; recombinant LYP, DiFMUP fluorescence; 0 = plate median, 100 = signal doubled; activation, % at 2 µM; 96,000 compounds, 0.11% hits;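 active = activation at 2 µM above a set limit, the mean plus 5 SD, cut at about 37% in these data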
# EphB4 ephrin blk = EphB4-ephrin-B2 interaction antagonism. P54760. EphB4 LBD / TNYL-RAW-Alexa532 peptide, fluorescence polarization. inhibition, % at 7 µM. 97,000 compounds, 0.15% hits;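 active = inhibition above the screen-wide mean inhibition plus 3 SD, cut at about 15% in these data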;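 also: 0% = DMSO wells and 100% = excess unlabeled TNYL-RAW peptide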
# Target sequence (P54760 whole entry, looked up, the tested form may be a part): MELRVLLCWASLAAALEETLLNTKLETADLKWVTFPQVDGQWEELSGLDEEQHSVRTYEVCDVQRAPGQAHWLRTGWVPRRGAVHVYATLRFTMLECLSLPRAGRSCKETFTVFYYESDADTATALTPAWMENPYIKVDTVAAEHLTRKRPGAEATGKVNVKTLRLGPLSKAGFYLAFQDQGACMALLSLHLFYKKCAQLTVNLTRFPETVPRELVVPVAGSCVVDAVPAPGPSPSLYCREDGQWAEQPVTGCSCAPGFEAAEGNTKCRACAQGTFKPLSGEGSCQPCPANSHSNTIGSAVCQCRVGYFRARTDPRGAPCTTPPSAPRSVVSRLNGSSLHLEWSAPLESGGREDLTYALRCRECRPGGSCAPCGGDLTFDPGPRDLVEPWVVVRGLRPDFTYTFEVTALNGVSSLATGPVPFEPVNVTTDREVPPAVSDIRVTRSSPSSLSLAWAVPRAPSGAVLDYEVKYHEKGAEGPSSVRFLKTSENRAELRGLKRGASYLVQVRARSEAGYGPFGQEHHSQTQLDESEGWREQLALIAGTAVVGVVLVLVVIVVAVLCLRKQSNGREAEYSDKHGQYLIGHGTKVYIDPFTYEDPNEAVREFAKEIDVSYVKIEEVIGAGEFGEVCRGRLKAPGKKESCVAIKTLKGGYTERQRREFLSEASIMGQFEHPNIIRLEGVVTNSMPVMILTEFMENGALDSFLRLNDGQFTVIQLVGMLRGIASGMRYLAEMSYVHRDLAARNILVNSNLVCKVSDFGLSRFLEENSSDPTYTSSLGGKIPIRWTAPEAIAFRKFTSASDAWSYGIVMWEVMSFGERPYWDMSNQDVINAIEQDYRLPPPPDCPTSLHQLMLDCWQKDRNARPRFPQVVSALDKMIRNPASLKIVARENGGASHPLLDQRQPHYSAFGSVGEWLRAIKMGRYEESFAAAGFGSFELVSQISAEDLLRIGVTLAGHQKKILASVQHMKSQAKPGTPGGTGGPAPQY
# Active calls of the source: *; . = no result given.
# Sample of the layout:
# Order of values – CYP2C9 activ | HIV Rev-RRE inh | PLK1 inh | PLK1 PBD inh | PTPN22 inh 2 | CYP2C9 inh | Calb biofilm kill | PTPN22 act | EphB4 ephrin blk
COc1nc(C)nc2c1ccc1ccccc12
  . | 3 | -15 | -15 | 1 | . | 3 | -2 | 4
CC(C)c1nnc(NC(=O)CCC(=O)NCC2CCCO2)s1 (stereo not drawn)
  1 | 4 | -17 | 7 | 4 | 0 | 5 | -5 | -1
O=C1c2ccccc2C(Nc2ccccc2)N1c1ccc(Cl)cn1 (stereo not drawn)
  1 | 8 | -16 | -2 | 2 | -2 | 15 | -4 | 4

# This part in full, from the first entry:
# Order of values – CYP2C9 activ | HIV Rev-RRE inh | PLK1 inh | PLK1 PBD inh | PTPN22 inh 2 | CYP2C9 inh | Calb biofilm kill | PTPN22 act | EphB4 ephrin blk
COc1nc(C)nc2c1ccc1ccccc12
  . | 3 | -15 | -15 | 1 | . | 3 | -2 | 4
CC(C)c1nnc(NC(=O)CCC(=O)NCC2CCCO2)s1 (stereo not drawn)
  1 | 4 | -17 | 7 | 4 | 0 | 5 | -5 | -1
O=C1c2ccccc2C(Nc2ccccc2)N1c1ccc(Cl)cn1 (stereo not drawn)
  1 | 8 | -16 | -2 | 2 | -2 | 15 | -4 | 4
O=C(NCCc1ccccc1)C1CC(c2ccccc2O)=NO1 (stereo not drawn)
  0.7 | 5 | -12 | 8 | -9 | 33 | 6 | 5 | 1
O=C(CCS(=O)(=O)Cc1ccc(Cl)cc1)NCCCN1CCN(c2ccccc2F)CC1
  0.8 | 11 | -9 | -5 | -11 | 17 | -1 | 10 | 6
Cc1cc(C(C)c2ccccc2)c(O)c(CN2CCOCC2)c1C (stereo not drawn)
  0.8 | 2 | -1 | -3 | -1 | 24 | 6 | 1 | -2
COc1cccc(CNc2ccc(Br)cn2)c1O
  1.2 | 3 | -3 | 35 | -6 | -16 | 11 | 3 | 1
CCOC(=O)c1csc(NC(=O)c2ccc(OC)c(OC)c2)n1
  1 | 1 | 4 | -22 | 2 | 1 | 9 | -5 | -2
COC(=O)C1=C(C)NC(C)=C(C(=O)OC)C1c1cn(-c2ccccc2)nc1-c1ccco1
  0.2 | 3 | -14 | -11 | -2 | 83* | . | -1 | 1
Cc1ccc(S(=O)(=O)N(CC(=O)O)Cc2ccccc2F)cc1
  0.5 | 3 | -9 | -14 | -4 | 51* | 6 | 0 | 2
CC(=O)c1ccc(NC(=O)CN2CCN(c3ncccn3)CC2)cc1
  0.9 | 5 | -11 | 17 | 3 | 10 | . | -4 | 4
O=C(CSc1ccc2ccccc2c1)Nn1cnnc1
  0.1 | 0 | -4 | -1 | 6 | 90* | 6 | -3 | 15
CN(C)c1ccc(-c2nnn(Cc3ccccc3Br)n2)cc1
  1.4 | 5 | -8 | -22 | -1 | -36 | 4 | 2 | -1
COc1ccc(CN2C(=O)c3ccccc3C(/C=N\OCc3ccc(C)cc3)C2=O)cc1 (stereo not drawn)
  0.3 | 25 | -13 | 9 | 0 | 73* | . | 5 | -3
CCCN(CCC)c1nc(NC2CCN(C(=O)OCC)CC2)nc(OC)n1
  0.5 | -4 | -12 | -2 | -2 | 49 | 3 | 0 | -3
CCSc1nnc(-c2ccc(Cl)cc2)c2ccccc12
  0.8 | 10 | -18 | -19 | 2 | 20 | . | 3 | -3
CCCS(=O)(=O)Nc1c(C(=O)O)[nH]c2ccccc12
  0.7 | 7 | -14 | 14 | 0 | 34 | 5 | -1 | -6
COc1ccc(CN2C(=O)C3C4C=CC(C4)C3C2=O)cc1 (stereo not drawn)
  0.9 | 2 | -6 | 10 | 0 | 8 | 4 | -2 | -5
Cc1cccc(Cc2cnc(NC(=O)CN3C(=O)/C(=C/c4ccccc4)SC3=S)s2)c1
  0.6 | 10 | -16 | -21 | 8 | 42 | . | -6 | 6
Cc1oc(C)c(C(=O)Nc2ccc(CC(=O)O)cc2)c1C(=O)Nc1ccc(CC(=O)O)cc1
  1 | -4 | -2 | -18 | -3 | 4 | 6 | 2 | 2
O=C(Nc1ccc(N2CCOCC2)c(Cl)c1)c1ccc(F)cc1
  . | -2 | -3 | -15 | 10 | . | 2 | -12 | 6
COc1ccc(S(=O)(=O)NCc2ccccn2)cc1
  0.9 | 2 | -3 | -24 | -1 | 12 | -1 | 2 | -2
O=C(COc1cccc(NC(=O)c2ccco2)c1)c1ccc(F)cc1
  0.8 | 10 | -8 | -11 | 0 | 22 | -2 | -3 | -3
O=C(CSc1nnc(Cn2nnc3ccccc32)o1)N(Cc1ccc(Cl)cc1)c1ccccc1
  0.6 | 8 | 4 | 17 | 4 | 42 | 5 | -7 | -3
CC(=NCc1ccncc1)C1=C(O)c2ccccc2C1=O
  0.2 | 8 | 32 | -14 | 1 | 83* | 1 | -2 | 7
COc1ccc(-c2csc(NC(=O)c3nc(-c4ccccc4)oc3C)n2)cc1
  0.8 | 7 | -6 | 5 | 11 | 20 | . | -6 | -5
O=C(c1ccc(COc2ccccc2[N+](=O)[O-])o1)N1CCCCC1
  0.7 | 1 | -6 | 12 | -4 | 25 | . | 6 | -7
Cc1nn(CCC(=O)NNC(=S)Nc2ccc(F)cc2)c(C)c1[N+](=O)[O-]
  . | 2 | -6 | -31 | -3 | . | 4 | 2 | -2
COc1cc(OC)cc(C(=O)N/N=C/c2ccc(OC)c(COc3ccc(F)cc3)c2)c1
  0.9 | 8 | -7 | 14 | -3 | 10 | . | 8 | 1
CCOC(=O)n1c(=O)n(Cc2ccc(Cl)c(Cl)c2)c2ccccc21
  0.5 | 6 | -7 | 7 | 6 | 53* | . | -3 | 1

# A draw from above in order of SMILES length, low to high.
# Order of values – CYP2C9 activ | HIV Rev-RRE inh | PLK1 inh | PLK1 PBD inh | PTPN22 inh 2 | CYP2C9 inh | Calb biofilm kill | PTPN22 act | EphB4 ephrin blk
CCSc1nnc(-c2ccc(Cl)cc2)c2ccccc12
  0.8 | 10 | -18 | -19 | 2 | 20 | . | 3 | -3
COc1ccc(CN2C(=O)C3C4C=CC(C4)C3C2=O)cc1 (stereo not drawn)
  0.9 | 2 | -6 | 10 | 0 | 8 | 4 | -2 | -5
Cc1ccc(S(=O)(=O)N(CC(=O)O)Cc2ccccc2F)cc1
  0.5 | 3 | -9 | -14 | -4 | 51* | 6 | 0 | 2

# Random excerpt: 4 records from the list, in no set order.
# Order of values – CYP2C9 activ | HIV Rev-RRE inh | PLK1 inh | PLK1 PBD inh | PTPN22 inh 2 | CYP2C9 inh | Calb biofilm kill | PTPN22 act | EphB4 ephrin blk
CN(C)c1ccc(-c2nnn(Cc3ccccc3Br)n2)cc1
  1.4 | 5 | -8 | -22 | -1 | -36 | 4 | 2 | -1
CCCS(=O)(=O)Nc1c(C(=O)O)[nH]c2ccccc12
  0.7 | 7 | -14 | 14 | 0 | 34 | 5 | -1 | -6
O=C(Nc1ccc(N2CCOCC2)c(Cl)c1)c1ccc(F)cc1
  . | -2 | -3 | -15 | 10 | . | 2 | -12 | 6
O=C(NCCc1ccccc1)C1CC(c2ccccc2O)=NO1 (stereo not drawn)
  0.7 | 5 | -12 | 8 | -9 | 33 | 6 | 5 | 1

# Later entries
# Letters – A = CYP2C9 activ; B = HIV Rev-RRE inh; C = PLK1 inh; D = PLK1 PBD inh; E = PTPN22 inh 2; F = CYP2C9 inh; G = Calb biofilm kill; H = PTPN22 act; I = EphB4 ephrin blk
O=C(CN1C(=O)c2ccccc2S1(=O)=O)Nc1ccc(S(=O)(=O)N2CCCCCC2)cc1
  A = 0.1 | B = 6 | C = -6 | D = 9 | E = -10 | F = 87* | G = 9 | H = 6 | I = 8

c1ccc(-c2csc(Cc3nnc4n3CCCCC4)n2)cc1
  A = 0.9 | B = 0 | C = -6 | D = -5 | E = 8 | F = 6 | G = 10 | H = -5 | I = -2

O=c1cc(NCc2ccccc2)c2ccccc2o1
  A = 1 | B = -1 | C = -9 | D = -5 | E = 1 | F = -1 | G = 2 | H = -6 | I = 0

Cc1cccc(N(CC(=O)Nc2ccc(F)cc2)S(C)(=O)=O)c1
  A = 0.2 | B = 7 | C = -2 | D = -13 | E = 7 | F = 82* | G = 55* | H = -5 | I = 7

O=S(=O)(N/N=C/c1ccc2c(c1)OCCO2)c1ccc(Cl)cc1
  A = 0.3 | B = 1 | C = -8 | D = -3 | E = -4 | F = 71* | G = . | H = 10 | I = -7

CC(C)C1C2=C(CC(C)(C)CC2=O)ON1c1ccccc1 (stereo not drawn)
  A = 0.7 | B = 2 | C = -19 | D = -15 | E = 9 | F = 29 | G = 0 | H = -6 | I = -2

CC1CN(C(=O)c2ccc(CNS(=O)(=O)c3cccc(C(F)(F)F)c3)cc2)CC(C)O1 (stereo not drawn)
  A = . | B = 6 | C = -10 | D = -13 | E = -4 | F = . | G = -1 | H = 4 | I = 5

COc1ccc(OC)c2c1CCC2=O
  A = . | B = 6 | C = -11 | D = 16 | E = 1 | F = . | G = 5 | H = 3 | I = -2

CCOC(=O)c1cn2c3c(c(F)c(F)cc3c1=O)SC(N1CCOCC1)=N2
  A = . | B = 9 | C = -10 | D = -13 | E = 2 | F = . | G = 0 | H = -1 | I = -1

COc1ccc(C(=O)CC(c2ccccc2)C2CCCCC2=O)cc1 (stereo not drawn)
  A = 0.3 | B = 3 | C = 4 | D = 11 | E = -8 | F = 73* | G = 1 | H = 9 | I = 8

COc1ccccc1C1C=C(c2ccccc2)Nc2nnnn21 (stereo not drawn)
  A = . | B = 4 | C = -9 | D = -4 | E = 5 | F = . | G = 8 | H = -5 | I = -7

CCCN(CCC)C(=O)C1CCN(c2cc(C)nc3c(-c4ccc(OC)c(OC)c4)c(C)nn23)CC1
  A = 0.5 | B = 6 | C = -4 | D = -5 | E = -6 | F = 51* | G = 3 | H = 5 | I = 6

N#Cc1c(N2CCOCC2)nc(N2CCCCC2)c2c1CCN(C1CCCCC1)C2
  A = 0.8 | B = 6 | C = -36 | D = 10 | E = 12 | F = 25 | G = 7 | H = -10 | I = -5

Cc1ccc(Cl)cc1N1CCN(C(=O)CN(C2CCCCC2)S(C)(=O)=O)CC1
  A = . | B = 7 | C = -11 | D = 6 | E = -11 | F = . | G = 5 | H = 10 | I = -41

Cc1cc(=O)[nH]c(SCCCOc2ccccc2Cl)n1
  A = 0.7 | B = -2 | C = -3 | D = 19 | E = 7 | F = 29 | G = 3 | H = -4 | I = -1

CCC(=O)N1CCc2cc(S(=O)(=O)N(CC)c3cccc(C)c3)ccc21
  A = 0.9 | B = 11 | C = -1 | D = 0 | E = 1 | F = 5 | G = 0 | H = -4 | I = -5

CCCCC(CC)CNC(=O)c1cccs1 (stereo not drawn)
  A = 0.1 | B = 3 | C = 8 | D = -5 | E = 0 | F = 91* | G = 3 | H = -2 | I = -7

CCOC(=O)C1C(=O)CC(C)(O)C(C(=O)OCC)C1c1ccccc1OC (stereo not drawn)
  A = 1.1 | B = -3 | C = -6 | D = -7 | E = -8 | F = -10 | G = 7 | H = 7 | I = 1

Cc1cccc(NC(=O)CSc2nnnn2C)n1
  A = 1.2 | B = 9 | C = 6 | D = -19 | E = -3 | F = -18 | G = 6 | H = 6 | I = 1

Cc1ccc2c(c1)NC(=O)C(CC(=O)N(C)Cc1ccccc1)O2 (stereo not drawn)
  A = 1.1 | B = 0 | C = -5 | D = 9 | E = -4 | F = -8 | G = 7 | H = 2 | I = 2

Cc1cccc(Cn2cnc3c(NS(C)(=O)=O)c(C)c(C)cc32)c1
  A = 0.8 | B = -1 | C = -4 | D = 13 | E = -1 | F = 20 | G = . | H = 5 | I = -9

# Screening results as filed in PubChem BioAssay.

# Hits appear at their usual frequency; overall some 20% were active at least once.
